Compound activity (PubChem)
PI4K2A inh – blocks human PI4K2A kinase activity. Q9BTU6. purified PI4K2A, ADP-Glo luminescence, 1 h; active compounds read low. activity change, negative = inhibition, % at 76.9 µM. hit rate 0.13% among 420,000; in the data active = activity change below about -50%; inconclusive = mostly about -30% to -49%;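 note: -100% = wells without enzyme as full effect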
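PI4K2A activity was measured by ADP-Glo luminescence: enzyme (4 ug/mL stock) and phosphatidylinositol (1.2 mM stock) in Tris pH 7.5/MgCl2/EGTA/Triton X-100 buffer were reacted with ATP (300 microM stock) for one hour at ambient temperature.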
TRHR PAM – TRH receptor (human) allosteric enhancement; P34981; TRHR cells, fluo-8 calcium fluorescence, EC20 TRH enhancement; enhancement, % at 2 µM; hit rate 0.66% among 360,000; AID 493056; in the data active = enhancement above about 30%; note: 0% is about no effect
Target sequence (P34981 whole entry, looked up): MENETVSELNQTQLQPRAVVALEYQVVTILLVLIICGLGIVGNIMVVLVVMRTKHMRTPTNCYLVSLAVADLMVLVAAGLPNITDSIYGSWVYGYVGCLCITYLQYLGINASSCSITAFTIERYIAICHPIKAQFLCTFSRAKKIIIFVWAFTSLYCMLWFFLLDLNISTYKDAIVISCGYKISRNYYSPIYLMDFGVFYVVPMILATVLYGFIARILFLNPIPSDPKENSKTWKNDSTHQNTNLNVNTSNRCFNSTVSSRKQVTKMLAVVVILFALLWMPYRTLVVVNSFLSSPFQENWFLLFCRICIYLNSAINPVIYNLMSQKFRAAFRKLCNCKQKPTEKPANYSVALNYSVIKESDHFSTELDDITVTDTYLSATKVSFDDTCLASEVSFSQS
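TRHR-expressing cells loaded with fluo-8 calcium dye were read kinetically (ex 480/em 530) during compound addition, then stimulated with an EC20 of TRH (10 nM final). Enhancement of the Gq-mediated intracellular calcium response was scored.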
USP1-UAF1 inh – inhibitors of human USP1/UAF1 deubiquitinase. Potency, µM (titrated, usually from 57.1 µM), for inactives: top-dose activity change, negative = inhibition, actives largely listed as inhibitors. O94782. hit rate 0.23% among 390,000. recombinant USP1/UAF1, Ub-Rhodamine cleavage fluorescence; note: potency is the fitted concentration of half-maximal effect; % is set by controls: 0 for no effect and ±100 for the full control effect; nearly all actives have a fitted effect of over 60% in size; inactives centre near -12
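USP1/UAF1 complex at 1 nM was preincubated with compound for 15 min at room temperature, then Ub-Rho substrate (150nM final) was added. Fluorescence (480/540 nm) was read kinetically, 6 reads every 60 seconds.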
D2 agonist – activates the human D2 dopamine receptor | P14416 | HEK293 T-REx D2 cells, calcium flux agonist mode | activation, % at 2 µM | hit rate 0.53% among 340,000;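 active = activation over 3 SD above normal in the single-dose calcium agonist read, cut at about 30% in these data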; note: 0% is about no effect
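Tetracycline-induced HEK293 T-REx cells with force-coupled D2 receptor, plated overnight at 30 C, loaded with no-wash calcium dye. After a 10 s baseline, compound was pin-added and calcium flux read kinetically for 180 s; calcium rises flagged agonists.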
TrxR1 substrate – is turned over as a substrate by rat TrxR1. O89049. purified TrxR1 substrate turnover, NADPH consumption readout. Potency, µM (doses to about 114 µM), inactives show at the top dose activity change, negative = substrate turnover. hit rate 0.01% among 390,000; note: potency is the fitted concentration of half-maximal effect; % is set by controls: 0 for no effect and ±100 for the full control effect; nearly all actives have a fitted effect of over 50% in size
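Rat TrxR1, dispensed at 90 nM, was prereduced with 400 uM NADPH (final) for 5 min at ~22 deg C, then incubated with compound 15 min before 400 uM selenite. A first-read NADPH fluorescence drop versus no-compound background flagged substrates.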
D2 antag – D2 dopamine receptor (human) antagonism. P14416. HEK293 TREx D2 cells, calcium flux, dopamine EC80. inhibition, % at 10 µM. hit rate 2% among 340,000; in the data active = inhibition above about 30%; note: 0% is about no effect
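Tetracycline-induced HEK293 TREx cells expressing D2 receptor forced-coupled to calcium signalling, loaded with no-wash calcium dye. Compounds added and calcium flux read 180 s, then dopamine added at EC80 and read a further 180 s.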
mIDH1 inhibitor – inhibitors of human mutant IDH1 R132H. AID 602179. IDH1-R132H enzyme, NADPH consumption, diaphorase/resazurin fluorescence. hit rate 0.093% among 390,000. Potency, µM (top dose mostly 76.6 µM), inactives show at the top dose activity change, negative = inhibition, actives largely listed as inhibitors. O75874; note: potency is the fitted concentration of half-maximal effect; % is set by controls: 0 for no effect and ±100 for the full control effect; nearly all actives have a fitted effect of over 65% in size
Target sequence (O75874 whole entry R132H, stated change not applied): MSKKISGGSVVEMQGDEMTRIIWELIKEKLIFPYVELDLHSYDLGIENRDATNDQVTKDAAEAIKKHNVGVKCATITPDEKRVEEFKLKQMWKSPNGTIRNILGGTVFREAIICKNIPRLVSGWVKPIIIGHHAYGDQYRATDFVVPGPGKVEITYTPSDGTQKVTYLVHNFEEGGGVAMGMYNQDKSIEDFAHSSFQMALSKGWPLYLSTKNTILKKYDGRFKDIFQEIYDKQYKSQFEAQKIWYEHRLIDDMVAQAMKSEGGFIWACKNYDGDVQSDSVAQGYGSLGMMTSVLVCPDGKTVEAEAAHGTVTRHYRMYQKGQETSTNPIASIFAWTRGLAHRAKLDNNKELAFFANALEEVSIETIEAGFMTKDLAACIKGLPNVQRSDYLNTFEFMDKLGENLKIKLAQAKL
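IDH1-R132H (0.5 ug/mL dispensed) in pH 7.5 Tris buffer was preincubated 30 min with compound, then given a substrate mix of 0.016 mM NADPH and 2 mM alpha-KG for 80 min at room temperature; remaining NADPH was read by diaphorase/resazurin fluorescence.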
TRHR ag – TRH receptor (human) agonism. TRHR cells, calcium flux fluo-8, FDSS agonist mode. activation, % at 2 µM. hit rate 0.18% among 360,000; in the data active = activation above about 30%; note: 0% is about no effect
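TRHR-expressing cells loaded with fluo-8 calcium dye; 23 nL library compound pin-transferred, kinetic FDSS fluorescence (Ex 480/Em 530) recorded about 180 s for agonist-induced calcium release, before a 10 nM TRH EC20 addition for potentiator mode.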
TrxR1 inh – rat TrxR1 inhibition | hit rate 1% among 390,000 | O89049 | AID 588453 | recombinant rTrxR1, NADPH fluorescence consumption, selenite substrate | Potency, µM (doses to about 114 µM), without a hit: at the highest dose activity change, negative = inhibition, actives largely listed as inhibitors; note: potency is the fitted concentration of half-maximal effect; % is set by controls: 0 for no effect and ±100 for the full control effect; nearly all actives have a fitted effect of over 65% in size
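Rat TrxR1 (90 nM in the dispensed reagent) was pre-reduced with 400 uM NADPH for 5 min at room temperature, then incubated with compound for 15 min. After 400 uM selenite was added, NADPH fluorescence (Ex 340/Em 450 nm) was followed for 8 min.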
Active calls of the source: *; ? = inconclusive; . = no result given; & = joins results of further samples; [ ] = another dose, or the depositor's remark. Unless noted, calls come from the whole dose curve; as a rule, active = well fitted inhibition curve with a large enough effect; inconclusive = small, poorly fitted or top-dose-only effect; inactive = no such curve, though single readings can be large or run the other way.

entry	Compound	PI4K2A inh	TRHR PAM	USP1-UAF1 inh	D2 agonist	TrxR1 substrate
1	CCC1=C2CC[C@H]3C(=O)N(CC)C(=O)[C@H]3[C@H]2[C@@]2(Cc3ccccc3)C(=NCCOC)OC(=O)N2C1=O	1	2	-6%	0.1	-3%
2	Cn1c(=O)c2[nH]c(NCCCN3CCOCC3)nc2n(C)c1=O	-3	-5	-3%	0.9	8%[57.1 µM]
3	COc1ccc2cc(/C=C/C(=O)N3CCN(CC(=O)N4CCCCCC4)CC3)ccc2c1	0	-2	-2%	-1.6	54%[activator][57.1 µM]
4	N#Cc1cnc(SCC(=O)NNC(=O)COc2cccc3ccccc23)nc1N	-4	1	-1%	-0.1	-3%
5	CC(C)(C)c1ccc(C(=O)Nc2ccc(S(N)(=O)=O)cc2)cc1	-7	-3	-13%	0.4	-10%
6	COc1cccc2c1cc1c(=O)n(CC(=O)NCCCN3CCCCC3)nc(C)n12	-2	5	-18%	1.7	120%[activator]
7	CCOCCCNS(=O)(=O)c1ccc2c(c1)OCCO2	-6	-1	2%	0.5	3%
8	CN1C(=O)C(C)(C)c2cc(S(=O)(=O)N3CCCCCC3)ccc21	7	3	-18%	0.2	-6%[57.1 µM]
9	CCOC(=O)CNC(=S)n1cnc(N)n1	6	-3	-14%	1.6	-7%[57.1 µM]
10	COc1ccc(NC(=S)NC(NC(=O)c2ccc(Cl)cc2Cl)C(Cl)(Cl)Cl)c([N+](=O)[O-])c1 (stereo unspecified)	-2	-2	1%	-2.3	-1%
11	CCN(CC)C(=O)N1CCN(Cc2ccc3c(c2)OCO3)CC1	8	-6	-5%	33*	4%
12	Cc1ccc(CSCc2ccc(C(=O)NCCC(C)C)o2)cc1	-5	-1	-10%	0.3	0%

entry	D2 antag	mIDH1 inhibitor	TRHR ag	TrxR1 inh
1	1	1%[38.3 µM]	0.2	18%[2.29 µM]
2	-6	1%	0.2	16%[57.1 µM]
3	5	5%	-1.2	4%[57.1 µM]
4	2	2%	-0.4	2%
5	14	2%	1.9	-7%
6	-1	1%	0.5	5%
7	-1	-8%	0.2	-4%
8	1	2%	0.8	10%[57.1 µM]
9	3	8%	0.2	22%[57.1 µM]
10	-10	-3%	-0.9	-16%
11	-16	14%	-0.6	12%
12	-18	5%	0.1	1%

Structural class, those above with four or more nitrogen atoms (5)
entry	Compound	PI4K2A inh	TRHR PAM	USP1-UAF1 inh	D2 agonist	TrxR1 substrate
2	Cn1c(=O)c2[nH]c(NCCCN3CCOCC3)nc2n(C)c1=O	-3	-5	-3%	0.9	8%[57.1 µM]
4	N#Cc1cnc(SCC(=O)NNC(=O)COc2cccc3ccccc23)nc1N	-4	1	-1%	-0.1	-3%
6	COc1cccc2c1cc1c(=O)n(CC(=O)NCCCN3CCCCC3)nc(C)n12	-2	5	-18%	1.7	120%[activator]
9	CCOC(=O)CNC(=S)n1cnc(N)n1	6	-3	-14%	1.6	-7%[57.1 µM]
10	COc1ccc(NC(=S)NC(NC(=O)c2ccc(Cl)cc2Cl)C(Cl)(Cl)Cl)c([N+](=O)[O-])c1 (stereo unspecified)	-2	-2	1%	-2.3	-1%

entry	D2 antag	mIDH1 inhibitor	TRHR ag	TrxR1 inh
2	-6	1%	0.2	16%[57.1 µM]
4	2	2%	-0.4	2%
6	-1	1%	0.5	5%
9	3	8%	0.2	22%[57.1 µM]
10	-10	-3%	-0.9	-16%

Next section:
entry	Compound	PI4K2A inh	TRHR PAM	USP1-UAF1 inh	D2 agonist	TrxR1 substrate
13	COc1cccc(NC(=O)C(NCCc2ccc(S(N)(=O)=O)cc2)c2ccccc2)c1 (stereo unspecified)	1	3	-17%	-1.9	-1%
14	COc1ccc(/C=C(\NC(=O)c2ccccc2)C(=O)NC2CCS(=O)(=O)C2)cc1 (stereo unspecified)	8	-6	-21%	1.4	-3%
15	CC(=O)c1cccc(CN2CCCC(C(=O)c3ccc4c(c3)OCO4)C2)c1 (stereo unspecified)	-1	-4	-25%	-1.0	-8%
16	CCC(Sc1nc2ccccc2c2nc3ccccc3n12)C(=O)NCc1ccco1 (stereo unspecified)	.	20	.	0.0	.
17	COc1ccc(-n2nnnc2-c2nc3ccccc3s2)cc1	-6	0	-23%	-1.5	19%
18	Cc1ccc(C(=O)N2CCC(C(=O)Nc3cccc([N+](=O)[O-])c3)CC2)cc1	-1	-3	-23%	-0.3	5%
19	CCOC(=O)Cn1nnnc1C(CC)N(Cc1cccs1)Cc1cc2cc(C)ccc2[nH]c1=O (stereo unspecified)	2	0	-14%	-0.5	8%[57.1 µM]
20	CCOc1nc(NCCO)nc(Nc2ccccc2F)n1	3	-2	-19%	0.4	-4%
21	Cc1ccc(NS(=O)(=O)c2cccc(C(=O)N3CCN(c4ncccn4)CC3)c2)cc1	-15	2	-8%	-1.9	3%
22	Cc1sc(NC(=O)c2cccc([N+](=O)[O-])c2)c(C(N)=O)c1-c1ccc(C(C)(C)C)cc1	6	7	-18%	0.3	6%[57.1 µM]
23	Cc1ccc(S(=O)(=O)N(C)c2ccc(C(=O)NCc3ccccc3F)cc2)cc1	0	-1	-23%	0.4	20%[57.1 µM]
24	Cc1nn(CC(=O)NCCc2ccccc2)c(=O)c2nn(-c3ccccc3)c(C)c12	-19	-1	9%	-0.5	6%[57.1 µM]

entry	D2 antag	mIDH1 inhibitor	TRHR ag	TrxR1 inh
13	-3	1%	-2.2	-7%
14	-1	1%	0.0	16%
15	12	-5%	-0.9	-15%
16	1	.	0.4	.
17	0	4%	-0.1	11%
18	11	0%	-1.1	26%
19	-4	0%	0.2	13%[57.1 µM]
20	-4	-9%	0.1	12%
21	12	0%	0.2	2%
22	4	-1%	0.4	16%[57.1 µM]
23	-12	1%	0.4	23%
24	.	-13%	-0.4	40%[activator][57.1 µM]

Further entries follow.
entry	Compound	PI4K2A inh	TRHR PAM	USP1-UAF1 inh	D2 agonist	TrxR1 substrate
25	COc1ccc(NC(=O)CC(C)c2ccccc2)c([N+](=O)[O-])c1 (stereo unspecified)	-4	1	-17%	-0.5	-7%
26	Cc1ccc(NC(=O)CSc2nc3c(sc4ccccc43)c(=O)n2CCCC(=O)NC2CCCC2)cc1C	3	-1	2%	0.7	4%
27	O=C(NC(=S)Nc1ccccc1Br)c1cccnc1	-1	-6	-11%	0.6	2%
28	CCCNC(=O)c1ccc(COc2ccc(C)cc2)o1	0	-9	-14%	-0.5	1%
29	O=C(CSc1nnc(CNC(=O)c2cccs2)o1)c1ccccc1	3	-1	-9%	-0.1	4%
30	CCCCN(CC)C(=O)CSc1nc2n[nH]c(C)c2c(=N)n1-c1cccc(C)c1	-4&-3	1&-5	-10%&6%	-0.6&1.0	-1%
31	CCN(CC)S(=O)(=O)c1ccc(Cl)c(C(=O)NCc2ccccc2Cl)c1	0	-8	-14%	-1.0	-11%
32	CCOc1ccc(C(=O)CCC(=O)N2CCN(S(=O)(=O)c3cccc(F)c3)CC2)cc1	3	2	-17%	-0.1	8%
33	O=C(Nc1nc2c(F)cc(F)cc2s1)c1ccc(S(=O)(=O)N2CCc3ccccc32)cc1	6	2	-16%	1.4	-5%[57.1 µM]
34	COc1ccc(/C=C/C(=O)OCC(=O)NC2CCCC(C)C2C)cc1S(=O)(=O)N1CCOCC1 (stereo unspecified)	2	1	-12%	0.0	-4%[57.1 µM]
35	O=C(Cc1ccc(F)cc1)NC1CCSC1=O (stereo unspecified)	1	-1	-17%	-0.2	-4%
36	CCN(CC)c1ccc(C2C(C(C)=O)C(=O)CC(C)(O)C2C(C)=O)cc1 (stereo unspecified)	-3	.	-20%	.	0%
37	Cc1ccc(C)c(NC(=O)c2cc(-c3ccccc3O)n[nH]2)c1	2	-1	-14%	0.5	5%

entry	D2 antag	mIDH1 inhibitor	TRHR ag	TrxR1 inh
25	6	5%	-0.5	2%
26	.	-17%	0.0	11%
27	0	-3%	-0.1	?
28	-7	-14%	-0.5	24%
29	19	1%	0.1	14%
30	4	-11%&-8%	-0.6&-0.9	16%
31	6	1%	-0.3	-14%
32	-1	-2%	0.1	27%
33	.	-4%	1.2	7%[57.1 µM]
34	-23	-18%	0.4	-13%[57.1 µM]
35	6	0%	0.0	2%
36	.	5%	.	-3%
37	13	4%	1.1	12%
